Compound activity: PubChem, National Center for Advancing Translational Sciences (NCATS)
CBFb RUNX1 block – inhibitors of human CBF-beta and RUNX1 interaction. Q01196+Q13951. AlphaScreen CBFb-His/RUNX1-biotin binding, biochemical. Potency, µM (doses to about 59.8 µM), inactives show at the highest dose activity, negative = inhibition, usual class: inhibitors. 230,000 tested, under 10 active; further: % of control where 0% means no effect
Target sequence (Q01196 whole entry, looked up): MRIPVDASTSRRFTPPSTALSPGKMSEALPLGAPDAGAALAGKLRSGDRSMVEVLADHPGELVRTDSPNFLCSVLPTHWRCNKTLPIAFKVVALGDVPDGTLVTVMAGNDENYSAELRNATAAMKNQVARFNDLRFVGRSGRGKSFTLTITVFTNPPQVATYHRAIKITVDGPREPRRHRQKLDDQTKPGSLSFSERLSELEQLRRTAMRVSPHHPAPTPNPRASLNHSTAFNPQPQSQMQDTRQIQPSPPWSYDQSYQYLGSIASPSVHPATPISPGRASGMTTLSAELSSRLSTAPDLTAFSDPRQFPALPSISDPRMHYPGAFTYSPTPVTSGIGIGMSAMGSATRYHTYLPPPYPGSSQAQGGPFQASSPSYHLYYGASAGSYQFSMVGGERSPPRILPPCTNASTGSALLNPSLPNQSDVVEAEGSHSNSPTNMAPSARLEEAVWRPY
Target sequence (Q13951 whole entry, looked up): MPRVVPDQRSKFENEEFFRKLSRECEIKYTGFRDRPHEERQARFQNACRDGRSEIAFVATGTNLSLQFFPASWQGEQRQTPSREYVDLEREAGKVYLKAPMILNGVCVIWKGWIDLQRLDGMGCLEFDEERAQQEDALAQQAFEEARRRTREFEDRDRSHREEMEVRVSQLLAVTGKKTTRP
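Read-out: AlphaScreen. Format: His-CBF-beta with biotinylated RUNX1 (30 nM each) preincubated 20 min, compound 15 min, Ni-chelate plus streptavidin beads 90 min; room temperature throughout.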
GAA inh – blocks human lysosomal alpha-glucosidase; P10253; purified human GAA, 4-MU-alpha-glucoside fluorescence; Potency, µM (highest dose often 76.9 µM), for inactives: at the top dose activity change, negative = inhibition, usual class: inhibitors; hit rate 0.005% among 200,000;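 further: potency means the concentration at half of the fitted maximal effect; plate controls were uninhibited enzyme wells for no effect and no-enzyme background for full effect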
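Enzyme (4 nM final) mixed with compound (up to 77 uM), then 4-MU-alpha-D-pyranoside (400 uM final) added; 20 min at room temperature, pH 5.0. Reaction stopped at pH 10, fluorescence read, AC50 derived by Hill fit.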
HTT ATP protect – protects HTT-Q103 PC12 cells, measured by ATP; PC12 HTT-Q103 induced, cytoprotection, ATP luminescence, 40 h; Potency, µM (top dose mostly 56.4 µM), without a hit: cytoprotection (ATP increase), usual class: activators; hit rate 0.14% among 230,000; AID 1471;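 further: potency means the concentration at half of the fitted maximal effect; % of control where 0% means no effect; nearly all actives have a fitted effect of over 45% in size; toxic huntingtin expression switched on by the ecdysone agonist tebufenozide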
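Stable PC12 Q103-GFP cells in serum-supplemented, phenol red-free DMEM; induction by tebufenozide at 100 nM final; compound dose series; cell viability quantified luminescently from ATP.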
GAA glycogen – inhibitors or activators of human alpha-glucosidase glycogen cleavage | P10253 | recombinant GAA, glycogen substrate, Amplex Red glucose oxidase fluorescence | Potency, µM (highest dose often 76.4 µM), for the others: top-dose activity change, negative = inhibition, usual class: inhibitors | hit rate 0.38% among 300,000 | AID 2100;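 further: potency means the concentration at half of the fitted maximal effect; 0% = full enzyme reaction and -100% = no-enzyme basal signal; the screen sought inhibitors and activators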
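Recombinant human alpha-glucosidase (4 nM final) hydrolysed bovine liver glycogen (30 ug) for 40 min at 37 C in pH 5.0 citrate/phosphate with 0.01% Tween-20. Released glucose detected by glucose oxidase/Amplex Red, Ex 573/Em 610 nm. Compounds up to 77 uM; AC50 from Hill fits.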
aGlu spleen mod – lysosomal alpha-glucosidase (human) modulation; hit rate 0.006% among 240,000; P10253; Potency, µM (highest dose often 79.9 µM), for the others: top-dose activity change, negative = inhibition, most hits filed as inhibitors; AID 2112; human spleen homogenate, 4-MU-alpha-glucoside fluorescence;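 further: potency means the concentration at half of the fitted maximal effect; 0% = enzyme with vehicle and -100% = no enzyme basal signal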
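Human spleen homogenate (1 ug) with 4-methylumbelliferyl-alpha-D-glucopyranoside (1 mM final) in 50 mM citrate/phosphate pH 5.0, 0.01% Tween-20; 40 min at 37 C. Stopped at pH 10; 4-MU fluorescence Ex 365/Em 440 nm; AC50 by Hill fit.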
Lamin A splicing – LMNA splicing modulation; Potency, µM (doses to about 46.1 µM), for the others: top-dose ratio change, negative = inhibition, usual class: inhibitors; HeLa LMNA splicing GFP/RFP minigene ratio, 48 h; hit rate 0.01% among 200,000; AID 1487; active means well fitted inhibition curve with a large enough effect in the signal ratio, with a control signal flat, not every such curve was filed as active; inconclusive means small, poorly fitted or top-dose-only effect, or effect the other way, or a change in a side signal; the % refers to the signal ratio; further: potency means the concentration at half of the fitted maximal effect; on the % scale 0 is the no-effect control and ±100 the full control effect
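S3 HeLa cells stably expressing lamin A-EGFP splicing minigene plus DsRed2, 600 cells/well, 48 h compound exposure at 37C. Laser-scanning cytometry; analysed as GFP (500-530 nm)/RFP (575-640 nm) total intensity ratio; 0.5% DMSO vehicle.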
HttQ103 aggreg – mutant huntingtin aggregation inhibition. PC12 HttQ103-GFP aggregates, Acumen cytometry, 40 h. Potency, µM (series often up to 46.1 µM), without a hit: top-dose activity change, negative = inhibition, hits mostly inhibitors. hit rate 1.1% among 220,000. AID 1688; further: potency means the concentration at half of the fitted maximal effect; on the % scale 0 is the no-effect control and ±100 the full control effect; nearly all actives have a fitted effect of over 60% in size
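Steps: seed 1500 PC12 HTTQ103-GFP cells/well; add tebufenozide, 100 nM final; add compound titration; add ATPLite reagent; quantify GFP aggregates by laser scanning cytometry.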
Numbers without * were called inactive; ? = inconclusive; nt = no result given; & = joins results of further samples; [ ] = remark or other dose. Unless noted, the call rests on the fitted dose curve; in most records, active means well fitted curve in the direction sought with a large enough effect; inconclusive means small, poorly fitted or top-dose-only effect, or another doubt; inactive means no such curve, though single readings can be large; an effect the other way counts as inactive or inconclusive.

SMILES	CBFb RUNX1 block	GAA inh	HTT ATP protect	GAA glycogen	aGlu spleen mod	Lamin A splicing	HttQ103 aggreg
Cc1cc(NC(=O)CCC(=O)N(Cc2ccccc2)C2(C(=O)NC3CCCCC3)CCCC2)no1	3%	-1%	-7%[10 µM]	-10%	1%	nt	-5%[9.22 µM]
CCNC(=O)CC1S/C(=N/N=C(\C)c2ccccc2)NC1=O (stereo not drawn)	4%	7%	-37%[inhibitor]	-23%	1%	-1%[46 µM]	11%[9.22 µM]
O=C(CSc1n[nH]c(-c2cccnc2)n1)OC1CCCCC1	6%	-8%	-16%[10 µM]	-2%	3%	nt	-10%[9.22 µM]
CCOC(=O)c1c(C)[nH]c(C(=O)N/N=C/c2ccc(Br)cc2)c1C	1%	3%	-76%[inhibitor][10 µM]	9%	-8%	?	-22%
N=C1C(=O)OCC1c1ccccc1NC(=O)CN1CCOCC1 (stereo not drawn)	-4%	-7%	nt	-7%	-6%	-3%	0%
Cn1cccc1C1NC(=O)c2c(sc3c2CCC(C(C)(C)C)C3)N1 (stereo not drawn)	1%	-5%	20%[10 µM]	-10%	-6%	?	-33%
O=C(N1CCN(CCO)CC1)N1c2ccccc2C=Cc2ccccc21	1%	1%	14%	2%	8%	7%	10%
CCOC(=O)c1cc2sccc2n1CC(=O)N1CCCc2ccccc21	5%	-9%	-23%	-10%	-6%	5%	1%
COc1ccc(S(=O)(=O)N2CCN(c3nc4ccccc4nc3-n3nc(C)cc3C)CC2)cc1	20%	?	-24%[0.074 µM]	0%	-14%	-9%	-7%
COc1ccc(NC(=O)COc2ccccc2)c(OC)c1	0%	-10%	-3%	6%	0%	0%	15%
NCCNCCNCCN	3%	-1%[15.4 µM]	9%	3%	3%&13%	?	7%&16%
CCCCOc1ccc(C(O)C(CN2CCCCC2)c2ccccc2)cc1 (stereo not drawn)	2%	0%	-7%	5%	-6%	nt	-14%

Fetched one by one from the list above, 3 records:
SMILES	CBFb RUNX1 block	GAA inh	HTT ATP protect	GAA glycogen	aGlu spleen mod	Lamin A splicing	HttQ103 aggreg
O=C(N1CCN(CCO)CC1)N1c2ccccc2C=Cc2ccccc21	1%	1%	14%	2%	8%	7%	10%
O=C(CSc1n[nH]c(-c2cccnc2)n1)OC1CCCCC1	6%	-8%	-16%[10 µM]	-2%	3%	nt	-10%[9.22 µM]
CCOC(=O)c1cc2sccc2n1CC(=O)N1CCCc2ccccc21	5%	-9%	-23%	-10%	-6%	5%	1%

(further entries)
SMILES	CBFb RUNX1 block	GAA inh	HTT ATP protect	GAA glycogen	aGlu spleen mod	Lamin A splicing	HttQ103 aggreg
COc1cc(C2Nc3cc(Cl)c(S(N)(=O)=O)cc3S(=O)(=O)N2)ccc1OCc1ccccc1 (stereo not drawn)	4%	-4%	-26%	1%	3%	-3%	22%
COc1cc2c(cc1NC(=O)C(C)NCc1ccccc1)oc1ccccc12 (stereo not drawn)	-4%	0%	-27%[10 µM]	8%	-3%	-13%	2%
CCOC(=O)CSC1=C(C#N)C(=O)NC2(CCCCC2)S1	-7%	3%	-24%	-7%	-1%	12%	-12%[9.22 µM]
Cn1c(=O)[nH]c(=O)c2c1nc(CN1CCN(c3ccc(F)cc3)CC1)n2CCCc1ccccc1	-1%	-1%	-40%[inhibitor]	8%	-4%	12%	9%
CCOC(=O)Nc1ccc(S(=O)(=O)Nc2cc(C)nc(C)n2)cc1	-4%	-1%	-17%	16%	-2%	1%	7%
O=C(c1cc(COc2ccc(F)cc2Cl)on1)N1CCc2ccccc2C1	21%	-3%	8%[10 µM]	3%	0%	6%[46 µM]	-2%[9.22 µM]
CN(C)Cc1ccccc1-c1cc(Nc2ccccc2)ncn1	nt	nt	14%	nt	2%	?	nt
CCN(CC)CCCn1c(-c2ccccc2)nc2c(N(CCOC)CCOC)nc(C)nc21	9%	nt	-6%	nt	-3%	nt	nt
CC(C)NC(=O)c1ccccc1NC(=O)Cc1ccc(Cl)cc1	3%	2%	10%	6%	-10%	-1%	?
O=C(c1ccc(Cl)c(Cl)c1)c1cc(-c2ccccn2)c(N2CCOCC2)s1	18%	-6%	-83%[inhibitor]	-11%	-3%	?	-4%
Cc1ccc(C(=O)Oc2ccccc2N2C(=O)C3CCC(C)CC3C2=O)cc1 (stereo not drawn)	-9%	?	4%	-11%	10%	-12%	-1%
COc1cc(OC)c(-c2cc(C(=O)O)ccc2OC)c(OC)c1	6%	-7%	nt	0%	-8%	?	21%
Cc1ccc(OC(=O)CCN2C(=O)c3ccccc3C2=O)cc1C	16%	3%	-18%	1%	-1%	nt	-16%
COc1cc(/C=N/NC(=O)CCC(=O)NCc2ccccc2)cc(OC)c1OC	-4%	1%	nt	0%	2%	?	-4%
COc1ccc(NC(=O)C2(c3ccc(NC(=O)c4ccc(OC)c(OC)c4)cc3)CCCC2)cc1	2%	4%	13%	3%	1%	14%[0.0737 µM]	2%
CCOC(=O)c1c(C)oc2ccc(NS(=O)(=O)c3ccc(C(=O)O)cc3)cc12	2%	10%	21%[10 µM]	-25%	-1%	19%[46 µM]	17%[9.22 µM]
COc1ccc2[nH]c(=O)c(CN(C(=O)c3cccnc3)c3ccccc3C)cc2c1	13%	nt	18%[10 µM]	9%	4%	nt	22%[9.22 µM]
CNc1ncnc2ccc(-c3ccccc3OC)cc12	nt	nt	-4%	nt	4%	?	nt
O=C(NCCCN1CCOCC1)C(Sc1ccccc1)c1ccccc1 (stereo not drawn)	6%	6%	-15%[10 µM]	4%	-3%	-7%	-10%
CCOC(=O)c1c(C)[nH]c(C(=O)COc2ccc3c(c2)OCO3)c1C	4%	-3%	-46%[inhibitor]	-1%	-4%	0%	-19%
CCCc1n[nH]c2c1/C(=N\O)CCC2	4%	-2%	-5%	-4%	6%	1%	?
CCOC(=O)Nc1ccc2nc3n(c(=O)c2c1)CCCCC3	-3%	-2%	-30%	-11%	3%	-9%[9.22 µM]	16%
CC(c1nccs1)N(C)c1nc2nonc2nc1N(C)C (stereo not drawn)	7%	4%	29%[10 µM]	10%	0%	?	-4%[9.22 µM]
Cc1nnc(SCC(=O)N2N=C(c3ccc(Cl)cc3)CC2c2ccco2)[nH]c1=O (stereo not drawn)	-17%	6%	-40%[inhibitor]	4%	3%	7%[46 µM]	4%

Ordered by molecular weight (highest first): part of the list above
SMILES	CBFb RUNX1 block	GAA inh	HTT ATP protect	GAA glycogen	aGlu spleen mod	Lamin A splicing	HttQ103 aggreg
COc1cc(/C=N/NC(=O)CCC(=O)NCc2ccccc2)cc(OC)c1OC	-4%	1%	nt	0%	2%	?	-4%
CCOC(=O)Nc1ccc2nc3n(c(=O)c2c1)CCCCC3	-3%	-2%	-30%	-11%	3%	-9%[9.22 µM]	16%
CNc1ncnc2ccc(-c3ccccc3OC)cc12	nt	nt	-4%	nt	4%	?	nt

More entries:
SMILES	CBFb RUNX1 block	GAA inh	HTT ATP protect	GAA glycogen	aGlu spleen mod	Lamin A splicing	HttQ103 aggreg
O=c1c2cc(N3CCOCC3)ccc2[nH]c(=S)n1Cc1ccccn1	?	?	-16%	-29%	8%	6%	-2%
CCCC(=O)Nc1ccc(-c2csc(NNC(C)=O)n2)cc1	7%	nt	-13%[10 µM]	?	1%	nt	6%[9.22 µM]
CCCOC(=O)c1ccc(NC(=O)/C=C/c2cccs2)cc1	5%	-10%	nt	10%	-3%	-4%	-6%
COc1ccc(/C=N/NC(=O)CCN2CCN(c3ccccc3)CC2)c(OC)c1OC	9%	-2%	-5%[10 µM]	5%	-11%	?	-16%
Cc1ccc2nc(NC(=O)C3CCCN(S(=O)(=O)c4cccc5nonc45)C3)sc2c1 (stereo not drawn)	0%	nt	40%[10 µM]	1%	6%	nt	13%[9.22 µM]
CCCc1nc(SCC(=O)NCc2ccco2)c2c(=O)n(C)c(=O)n(C)c2n1	6%	1%	-7%	-9%	2%	-5%	-6%
CCC(CC)NC(=O)Cc1ccc(F)cc1	3%	7%	-25%	17%	-1%	nt	-5%
Cc1ccc(-c2noc(CCC(=O)NC3CCCc4ccccc43)n2)cc1 (stereo not drawn)	8%	2%	nt	2%	3%	?	3.2µM*
COc1ccc(-c2cc(-c3ccc(Br)cc3)nc3ncnn23)cc1OC	6%	10%	-2%	1%	-1%	11%	1%[9.22 µM]
Cc1ccc(-c2csc3nc(SCC(N)=O)n(Cc4ccccc4)c(=O)c23)cc1	-2%	-1%	-7%[10 µM]	14%	-2%	-1%	8%
O=[N+]([O-])c1ccc(CCO)cc1	6%[21.7 µM]	nt	-4%	nt	-2%	nt	nt
Cn1c(C(=O)NCc2ccco2)cc2c(=O)[nH]c3ccccc3c21	14%	-7%	?	3%	2%	8%	27%[9.22 µM]
Nc1ccc2c(c1)C(=O)N(CC1CCCO1)C2=O (stereo not drawn)	5%	0%	-13%[10 µM]	4%	-2%	-7%	-7%
CCOCCN1CCN(c2c(C)c(C)nc3cc(-c4cc(OC)cc(OC)c4)nn23)CC1	4%	-2%	-28%	-9%	-1%	?	-9%
CCCN(CCC)C(=O)Cn1c(=O)n(CCCC(=O)NCc2ccco2)c(=O)c2sccc21	-3%	3%	-19%	6%	0%	27%[46 µM]	28%
CCN(CC(=O)NCc1cccs1)C(=O)c1cccc(S(=O)(=O)N2CCc3ccccc32)c1	5%	-3%	-18%	-17%	0%	3%[46 µM]	4%
CCOC(=O)CN1N=C(/C=C/c2ccc(OCC)cc2)CCC1=O	-5%	-3%	-14%[10 µM]	-2%	-30%	21%[46 µM]	-9%
CCCn1nc(CC(=O)OCC)c2ccccc2c1=O	1%	6%	-1%	-2%	-8%	-6%	-12%
